INS-1E GSIS act = primary screen for activators of insulin secretion dependent on glucose, INS-1E cells, GLuc reporter luminescence; activation, % at 16.6 µM; INS-1E GLuc reporter insulin secretion, 2-3 h; hit rate 0.61% among 370,000;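 active means lowest replicate activation of at least 40%, so every replicate reaches that level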;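 further: 0% = median of neutral control wells and 100% = median of IBMX positive control wells; some compounds called inactive have numbers as strong as hits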
PAX8 inh HTS = PAX8 transcriptional activity inhibition; inhibition, % at 12.6 µM; RMG-I TPO-luciferase reporter, SteadyGlo, 24 h; hit rate 1.2% among 360,000;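 active means mean replicate inhibition at least 60% with every replicate also reaching 60%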;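 further: luciferase light reporting Pax8 driven TPO promoter activity; plate controls were median of neutral control wells for no effect and mitoxantrone controls for full effect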
ARNT-TACC3 inh = disruptors of human ARNT/TACC3 interaction; Q9Y6A5; AlphaScreen His-ARNT PAS-B/GST-TACC3 binding, luminescence; TACC3 fragment carries E629A point mutation; inhibition, % at 9.99 µM; hit rate 0.66% among 390,000;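 active means mean inhibition of replicates at least 50% and at least half of replicates each reaching 50%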;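 further: 0% = complete ARNT plus TACC3 wells and 100% = ARNT alone without TACC3; many hits fall short of the cut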
LGR2 inh = inhibitors of bursicon-induced Drosophila LGR2 receptor cAMP signaling; HEK293 LGR2, CRE-luciferase, bursicon-stimulated, 4 h; AID 720647; inhibition, % at 9.99 µM; hit rate 0.35% among 380,000;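 active means drop in luminescence signal, shown as inhibition above about 50% in the replicate tests, limit read from the data, passing the limit was not always enough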;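 further: agonist challenge used bursicon conditioned medium at about half maximal strength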
PGC1a acetyl inh = PGC1a acetylation modulation, inhibitor mode. inhibition, % at 15.6 µM. hit rate 0.17% among 350,000. U2OS PGC1a acetylation, AlphaScreen anti-acetyl-lysine; with virally co-expressed GCN5 acetyltransferase;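 active means every replicate shows inhibition of at least 40%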;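 further: 0% = neutral control wells and 100% = positive control wells; some results beyond the cut were filed as inactive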
PglD inh = blocks C. jejuni PglD acetyltransferase activity; hit rate 0.098% among 360,000; purified PglD enzyme, DTNB colorimetric CoA detection; inhibition, % at 12.5 µM; in the data active means inhibition above about 16%, passing the limit was not always enough; further: strong numbers were not always called active
Cneo AK release = Cryptococcus neoformans lysis via adenylate kinase release; C. neoformans lysis, adenylate kinase release luminescence, 4 h; normalised: neutral wells 0, clomiphene wells 100; lysis activity, % at 15 µM; hit rate 0.2% among 360,000; AID 651654;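 active means mean lysis activity across replicates of at least 80%, whatever share of replicates individually reach that level; inactive means mean lysis activity below 80%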
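Test system: log-phase Cryptococcus neoformans yeast cells; Quantity: yeast cell density of 5 × 10^6 cells/mL; Buffer or medium: YPD; Doses: single compound concentration per well; Timing: 4 h at 37 °C static, read 1 h later; Measured by: AK luminescence; Read-out basis: lysis from increased AK signal; Control set: Clomiphene as positive control.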
Statin myotox sup = suppressors of simvastatin-induced myotoxicity in C2C12 myotubes | ATP luminescence, 48 h; scaled: DMSO 0, geranylgeraniol control 100 | rescue of ATP level, % at 7.49 µM | hit rate 0.78% among 330,000 | AID 602340;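 active means mean ATP rescue above about 67%, or every replicate alone reaching that limit, limit read from the data, passing the limit was not always enough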;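 further: myotubes were challenged with 10 µM simvastatin during compound exposure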
Numbers without * were called inactive; x = no result given; & = joins results of further samples.

molecule	ARNT-TACC3 inh	PGC1a acetyl inh	PAX8 inh HTS	Statin myotox sup	INS-1E GSIS act	LGR2 inh	PglD inh	Cneo AK release
CS(=O)(=O)c1ccc(Nc2nc(C(N)c3ccccc3Cl)cs2)cc1 (stereo unspecified)	x	x	26.9	-11.3	x	-8.7	8.8	0.1
N#Cc1ccccc1NC(=O)CN1C(=O)NC(Cc2c[nH]c3ccccc23)C1=O (stereo unspecified)	1.9	5.7	23.0	6.6	1.4	3.0	-2.0	-0.6
CO[C@@H]1[C@@H](OC(N)=O)[C@@H](O)[C@H](Oc2ccc3c(O)c(NC(=O)c4ccc(O)c(CC=C(C)C)c4)c(=O)oc3c2C)OC1(C)C	x	5.4	-5.5	1.9	-2.2	19.1	-0.5	2.1
C[C@@H]1CN([C@@H](C)CO)C(=O)c2cc(NC(=O)Nc3ccccc3)ccc2O[C@@H](C)CCCCO[C@H]1CN(C)C(=O)Nc1cccc2ccccc12	-12.6	-13.2	0.4	x	11.6	9.9	4.3	2.6
CC1(C)CC(=O)c2cc(C(=O)NCc3ccco3)c(=O)n(-c3ccccc3)c2C1	-4.3	-2.9	x	x	x	x	0.8	-0.6
COC(=O)c1cc2c(C(F)(F)F)nn(C)c2s1	-95.2	-5.2	0.5	x	0.1	7.0	1.2	2.9
CO[C@H]1CN(C)C(=O)c2cc(NS(=O)(=O)c3ccccc3)ccc2OC[C@@H](C)NC[C@@H]1C	-2.9	-2.3	-5.6	-2.4	4.1	3.4	0.1	-3.4
COC(=O)CCCNC(=O)c1ccc(S(=O)(=O)NCc2ccco2)cc1	-1.5	x	-16.8	-14.5	17.9	4.6	x	x
Cc1ccc(CNS(=O)(=O)c2cc3c4c(c2)C(C)C(=O)N4CCC3)cc1 (stereo unspecified)	-7.4	-18.6	2.5	9.4	-2.0	1.8	-2.0	3.1
COc1ccccc1-c1cn(CC[C@@H]2CC[C@H](NC(=O)CCN3CCCCC3)[C@H](CO)O2)nn1	-9.2	-1.3	-13.7	0.6	14.3	2.5	3.7	-3.3
CN(C)CC(=O)Nc1ccc2c(c1)[C@H]1C[C@@H](CC(=O)N3CCN(C)CC3)O[C@H](CO)[C@H]1O2	-4.1	0.6	-5.6	1.0	5.6	-5.2	-0.1	47.1
O=C(Cn1cc(C(=O)C2CC2)c2ccccc21)NCc1ccc2c(c1)OCO2	-6.7	-12.7	3.8	-4.3	x	x	7.1	-0.1
CCOc1ccc(CC(=O)Nc2ccc(S(=O)(=O)Nc3cc(C)on3)cc2)cc1OCC	26.9	-3.5	x	0.3	x	x	1.7	0.7
CC1CCCCC1NC(=O)CCCc1nc2ccccc2c(=O)[nH]1 (stereo unspecified)	-1.7	-1.5	x	-3.3	-6.1	7.2	1.5	2.8
C[C@@H]1CN([C@H](C)CO)C(=O)c2cc(-c3ccc(C(=O)N(C)C)cc3)cnc2O[C@H]1CN(C)C(=O)CN(C)C	-2.9	0.7	x	-3.6	22.6	8.9	-1.8	1.8
C[C@H](CO)N1C[C@H](C)[C@@H](CN(C)C(=O)Nc2ccccc2F)Oc2cc(C#CCN(C)C)ccc2S1(=O)=O	7.7	1.5	x	9.1	16.9	7.1	25.9	-0.3
CO[C@@H]1CN(C)C(=O)c2ccc(NS(=O)(=O)c3c(C)noc3C)cc2OC[C@@H](C)NC[C@@H]1C	x	4.4	-0.3	x	7.7&16.1&18.5	11.5&-5.5	x	x
Cc1cccc(NC(=O)c2cc(NC(=O)CCCC(=O)O)ccc2Cl)n1	-4.3	-12.7	x	8.1	3.1	-1.6	-1.1	0.1
C=CCn1c(=O)c(C(=O)Nc2ncccc2O)c(O)c2ccccc21	-3.5	10.9	12.3	-1.3	x	15.0	-0.4	-0.7
Cc1cccc(N2C(=O)CC(N3CCN(Cc4ccc(Cl)cc4)CC3)C2=O)c1 (stereo unspecified)	-9.8	12.9	x	-8.1	x	x	-4.1	-0.5
O=C(Nc1nc2ccc(C(=O)N3CCCCC3)cc2s1)C1CCCCC1	-0.5	1.3	-25.8	x	-1.5	-11.1	x	x
O=C(/C=C/c1cccc([N+](=O)[O-])c1)N1CCN(c2ccccc2F)CC1	-4.2	-9.7	5.0	5.4	-2.5	-0.8	9.7	2.7
Cc1noc(C)c1NC(=O)N[C@@H]1CC[C@@H](CC(=O)Nc2ccccc2)O[C@@H]1CO	4.2	-15.6	x	-5.6	10.9	16.1	-0.6	-0.4
CO[C@H]1CN(C)C(=O)c2cc(NS(=O)(=O)CC(F)(F)F)ccc2OC[C@@H](C)N(C(=O)c2ccc3c(c2)OCO3)C[C@@H]1C	8.1	-2.1	1.8	-11.9	30.7	9.5	3.4	-2.1

Structures above containing a furan ring, fused or not, in the order listed:
molecule	ARNT-TACC3 inh	PGC1a acetyl inh	PAX8 inh HTS	Statin myotox sup	INS-1E GSIS act	LGR2 inh	PglD inh	Cneo AK release
CC1(C)CC(=O)c2cc(C(=O)NCc3ccco3)c(=O)n(-c3ccccc3)c2C1	-4.3	-2.9	x	x	x	x	0.8	-0.6
COC(=O)CCCNC(=O)c1ccc(S(=O)(=O)NCc2ccco2)cc1	-1.5	x	-16.8	-14.5	17.9	4.6	x	x

(listing goes on)
molecule	ARNT-TACC3 inh	PGC1a acetyl inh	PAX8 inh HTS	Statin myotox sup	INS-1E GSIS act	LGR2 inh	PglD inh	Cneo AK release
CCCCC1=CC2=C(c3ccco3)C(=O)C(C)(OC(=O)c3ccc(OC)cc3)C(=O)C2=CN1CCCOC(C)C (stereo unspecified)	1.3	-5.7	-4.1	-1.9	2.8	6.7	-0.7	0.3
CCN(CC)S(=O)(=O)c1ccc(C)c(NC(=O)CNc2cccc(S(=O)(=O)N3CCCC3)c2)c1	x	7.6	20.3	-5.8	-5.9	-1.9	-1.5	-0.6
O=[N+]([O-])c1cc2c(cc1/C=N\NS(=O)(=O)c1ccccc1)OCO2	-1.0	-2.1	x	-14.9	x	x	-2.3	-11.3
CCC(=O)N=c1ccn(C2=Nc3ccccc3NC2=C(C#N)C#N)cc1	-4.5	18.5	18.5	x	2.6	9.9	3.5	-0.4
O=C(c1ccccc1)N1CCN(c2ccc(NCc3ccc4c(c3)OCO4)cc2)CC1	5.6	x	x	14.6	7.5	10.0	0.1	0.5
CN1C(=O)/C(=C/c2ccccc2OCc2cccc(F)c2)N(C)C1=S	7.6	-18.8	x	-17.4	x	x	-2.8	10.0
O=C(Nc1ccc(Cl)c(Cl)c1)N[C@H]1CC[C@H](CCn2cc(C3CC3)nn2)O[C@H]1CO	-6.7	4.7	8.0	4.4	-20.6	-2.2	-1.1	-3.5
Cc1nccc2oc(=O)c(NC(=O)c3ccc(Cl)cc3)cc12	-4.9	1.2	-25.1	4.9	-10.8	-1.8	-3.9	0.1
O=C(N/N=C\c1ccc2c(c1)OCO2)c1ccco1	-14.2	x	34.1	x	-6.8	8.7	x	x
CN(C)c1ccc(/C=N/N2CCN(c3ccccn3)CC2)cc1	2.4	2.8	-61.6	x	-5.0	-32.3	0.9	1.0
O=C(C[C@H]1CC[C@@H]2[C@H](COC[C@H](O)CN2S(=O)(=O)c2ccc(F)cc2)O1)NCC1CCCCC1	7.0	-0.4	1.7	0.5	1.4	11.1	0.7	-2.8
CCC(=O)N1CCc2cc(Br)cc(S(=O)(=O)N3CCCCC3CC)c21 (stereo unspecified)	x	x	-4.6	-24.5	-17.0	38.8	-2.5	-0.2

Compound profiles, as listed above. Values in the order: ARNT-TACC3 inh, PGC1a acetyl inh, PAX8 inh HTS, Statin myotox sup, INS-1E GSIS act, LGR2 inh, PglD inh, Cneo AK release
Shown for O=[N+]([O-])c1cc2c(cc1/C=N\NS(=O)(=O)c1ccccc1)OCO2 → -1.0, -2.1, x, -14.9, x, x, -2.3, -11.3
Shown for CN1C(=O)/C(=C/c2ccccc2OCc2cccc(F)c2)N(C)C1=S → 7.6, -18.8, x, -17.4, x, x, -2.8, 10.0
Shown for CCCCC1=CC2=C(c3ccco3)C(=O)C(C)(OC(=O)c3ccc(OC)cc3)C(=O)C2=CN1CCCOC(C)C (stereo unspecified) → 1.3, -5.7, -4.1, -1.9, 2.8, 6.7, -0.7, 0.3

(cont.)
molecule	ARNT-TACC3 inh	PGC1a acetyl inh	PAX8 inh HTS	Statin myotox sup	INS-1E GSIS act	LGR2 inh	PglD inh	Cneo AK release
COc1cc(CCCN2C(=O)C(=O)NC[C@@H]2Cc2ccc(O)cc2)cc(OC)c1OC	-0.6	x	-22.0	-0.6	3.9	x	2.4	3.4
Cc1cc2occ(CC(=O)Nc3nnc(C4CC4)s3)c2cc1C	2.9	3.1	x	x	x	x	-1.7	-1.5
COc1ccc(C(=O)c2ccsc2N)cc1	-3.5	x	-38.7	x	-28.7	-7.7	x	x
COc1ccc(N(C(=O)CCl)C(C(=O)NC2CCCCC2)c2cccnc2)cc1 (stereo unspecified)	4.9	x	113.1*	x	26.1	4.9	x	x
C[C@H](CO)N1C[C@H](C)[C@@H](CN(C)C(=O)Nc2ccccc2)Oc2ncc(C#CC3CCCCC3)cc2C1=O	1.9&-2.7	-6.2&-2.1	-3.4&37.3	7.1&-3.9&1.1	-23.0&-15.4	13.7&5.4	-9.2&1.5&-2.6	-1.9&5.3&2.5
COc1ccc(-n2nc(C(=O)Nc3ccc4c(c3)OCO4)c3ccccc3c2=O)c(OC)c1	-1.5	7.0	x	-7.5	3.5	23.5	4.3	1.7
COc1ccc(Cl)cc1NC(=O)CN1C(=O)CSC1=O	-12.9	-5.6	15.5	-6.1	x	x	x	1.5
COc1ccc(NC(=O)Nc2ccc3c(c2)C(=O)N([C@H](C)CO)C[C@@H](C)[C@H](CN(C)C(=O)NC2CCCCC2)O3)cc1	0.3	7.1	-7.9	-8.6	-2.4	3.7	4.0	5.9
COc1cccc(NC(=O)COC(=O)CC(NC(N)=O)c2ccc(Cl)cc2)c1 (stereo unspecified)	-6.8	-7.5	-8.5	x	-7.9	-6.3	x	x
CN(C)c1ccc(Cc2ccc(N(C)C)cc2)cc1	x	28.8	3.1	1.8	x	-1.8	1.7	0.1
Cc1ccnc(NC(=O)C(C)N2C(=O)c3ccccc3S2(=O)=O)c1 (stereo unspecified)	3.2	x	-6.2	-2.4	3.8	-3.2	0.2	-0.1
COc1ccc2c(CN(C)c3ccccc3)cc(=O)oc2c1	2.9	-2.0	x	x	9.3	-26.8	x	x
CC(C)NC(=O)Nc1ccc2c(c1)C(=O)N([C@@H](C)CO)C[C@H](C)[C@H](CN(C)S(=O)(=O)c1ccccc1)OCCCC[C@H](C)O2	x	6.6	-15.0	-2.2	-2.7&-4.3	-12.9&5.6	2.6	-0.1
N/C(=N\OC(=O)c1ccccc1)c1cccnc1	1.8	16.6	-116.3	0.5	-5.9	-47.1	x	x
Cc1ccc(C(=O)c2c(NC(=O)c3cccnc3)sc3c2CCCC3)cc1	8.7	x	x	8.4	x	x	-5.3	-5.3
O=C(Nc1nc(-c2cccnc2)cs1)c1ccccc1[N+](=O)[O-]	4.6	x	1.2	8.0	20.1	-4.9	-2.4	1.2
O=C(COC(=O)c1cccc(Cl)c1)Nc1cc(S(=O)(=O)N2CCOCC2)ccc1N1CCOCC1	x	4.3	-5.7	12.2	-9.9	10.4	2.1	-2.4
OC1(c2cccc(C(F)(F)F)c2)CCN(c2ncnc3c2[nH]c2ccccc23)CC1	35.7	-8.4	x	4.9	x	x	-1.3	3.3
COc1ccc(-c2csc(NC(C)c3nc4cc(C(F)(F)F)ccc4n3CCOCCO)n2)cc1 (stereo unspecified)	-2.9	-12.0	41.0	6.3	9.4	8.0	0.1	-3.7
CCCCOc1ncnc2c1[nH]c1ccc(C)cc12	x	-8.8	-120.4	x	4.4	-2.5	1.5	-2.6

Screening data (PubChem BioAssay)
